# Screens (PubChem BioAssay)
# MPTP block: mitochondrial permeability transition pore inhibitors, primary screen, biochemical, isolated mouse mitochondria, absorbance | Ca2+ swelling absorbance, 30 min | inhibition, % at 10 µM | AID 602449, 2012 | actives 1.4% (n = 360,000);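 active means inhibition of 50% or more, scaled per plate between neutral and stimulator controls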;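 further: 0% = DMSO wells given calcium and 100% = 1 mM EGTA wells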
# Active calls of the source: *. Not all compounds are listed. The share of hits here may be higher or lower than overall.
SMILES,MPTP block
COc1ccc(-c2coc3c(C(=O)NC4CCCCC4)cccc23)c(C)c1,2.9
COc1ccc(C2=Nc3ccccc3NC(=O)C2N(Cc2ccccc2)C(=O)C2=NNC(=O)CC2)cc1 (stereo unspecified),2.8
CN(C)CCN1CCN(C2CN(Cc3ccccc3)S(=O)(=O)C2)CC1 (stereo unspecified),0.3
O=C1NC[C@H](CCCCN2C[C@@H](Cc3ccccc3)N(Cc3ccccc3)C(=O)C2=O)N(CCC2CCCCC2)C1=O,-2.9
CC(O)(c1ccc(F)c(F)c1)c1nc(-c2ccc(S(C)(=O)=O)cc2)cs1 (stereo unspecified),0.2
COc1ccc(OCc2cc(C(=O)NC(C)c3nc(C)cs3)no2)c(Cl)c1 (stereo unspecified),1.0
O=S1(=O)N[C@H](Cc2ccccc2)COc2cccc(N3CCC[C@@H]3CO)c21,-0.9
O=C(C(=O)N1CCN(c2ccccc2)CC1)c1ccccc1,3.0
O=C(NC(c1ccc(F)cc1)c1cnccn1)C1CCN(CCOc2ccc(Cl)cc2Cl)CC1 (stereo unspecified),-0.9
C=C[C@H]1C(C(=O)OCC)=CC[C@@H](c2ccccc2)N1S(=O)(=O)c1ccc(C)cc1,-0.1
COc1ccc(OCCN2CCC(C(=O)NC(c3ccccn3)c3ccccc3OC)CC2)cc1 (stereo unspecified),-0.9
CCCN1C[C@@H](C)[C@@H](OC)CN(C)C(=O)c2ccc(NC(=O)c3cccc(F)c3)cc2OC[C@H]1C,9.6
C#CCNC(=O)C[C@@H]1C[C@@]2(C(=O)OC)CC(C)(C)CC=C2N(Cc2ccco2)C1=O,-0.6
CCCCNC(=O)C1(C)CCN1C(=O)c1cc(F)ccc1C (stereo unspecified),1.0
CO[C@@H]1CN(C)C(=O)c2cc(NC(=O)NC3CCCCC3)ccc2OC[C@@H](C)N(CCc2ccccc2)C[C@@H]1C,1.1
COC(=O)C[C@H]1C[C@@H]2c3cc(N(C)C)ccc3O[C@@H]2[C@H](CO)O1,-1.3
C[C@@H]1CN([C@@H](C)CO)C(=O)CCCn2nncc2CO[C@H]1CN(C)S(=O)(=O)c1cccc(C#N)c1,-0.3
Cc1ccc([C@H]2C[C@@H](n3cc(COC(=O)c4ccccc4)nn3)[C@H](O)CN2C(=O)C2CCCCC2)cc1,-0.4
OC(c1cccnc1)c1nc(-c2ccc3c(c2)OCO3)cs1 (stereo unspecified),1.1
CCCS(=O)(=O)NC(=O)C1(C)CCCN(C(=O)c2ccncc2)C1 (stereo unspecified),1.0
Cc1ccc(-c2nc3ccc(Cl)cn3c2Cc2ccccc2C(F)(F)F)cc1,0.3
CCCCC[C@@H](C)N1C[C@H](COCc2ccccc2)Oc2cc(N3CCC[C@H]3CO)ccc2S1(=O)=O,3.6
COc1ccccc1-n1cc(CN2CCc3onc(-c4ccc(Br)cc4)c3C2=O)nn1,0.5
COc1ccc(NC(=O)c2cc(C3CCCCN3C(=O)c3ccc(Cl)cc3)on2)c(C)c1 (stereo unspecified),0.8
c1ccc2c(C(c3nnnn3-c3ccc4c(c3)OCCO4)N3CCCCC3)ccnc2c1 (stereo unspecified),-0.2

# Continuation:
SMILES,MPTP block
CC1(C(=O)NS(=O)(=O)c2cccc(C#N)c2)CCN1C(=O)CC1CC1 (stereo unspecified),0.0
N#C/C(=C\c1cccn1S(=O)(=O)c1cccc(C#N)c1)S(=O)(=O)c1ccc(F)cc1,2.1
COCCNc1nc(NCc2ccccc2)nc2ccsc12,2.3
CCC(c1nnnn1-c1ccc2c(c1)OCCO2)N1CCN(C(=O)C2CCCO2)CC1 (stereo unspecified),-0.2
COc1ccccc1S(=O)(=O)N(C)C[C@@H]1OCc2cnnn2CCCC(=O)N([C@H](C)CO)C[C@@H]1C,-0.6
C[C@@H]1CN([C@@H](C)CO)C(=O)CCCn2nncc2CO[C@H]1CN(C)C(=O)Nc1ccc2c(c1)OCO2,-0.2
Cc1ccc(S(=O)(=O)N2C(c3ccccc3)CC(=O)C3CN(S(=O)(=O)c4ccc(Cl)cc4)C(c4ccccc4)CC32)cc1 (stereo unspecified),0.1
Cc1ccc(-c2nn(-c3ccccc3)cc2C(=O)Nc2cccc(S(=O)(=O)NC3=NCCC3)c2)cc1,-0.5
CCOC(=O)[C@]12CCC=C1N(CCC1=CCCCC1)C(=O)[C@H](CC(=O)NCCCN1CCCC1=O)C2,0.0
Cc1ccc(S(=O)(=O)N2[C@@H](CCO)OC[C@H]2C(C)C)cc1,-0.5
CC1(C(=O)NS(=O)(=O)c2cccs2)CCN1C(=O)C1CC1 (stereo unspecified),0.2
C[C@H]1CN([C@@H](C)CO)C(=O)CCCn2cc(nn2)CO[C@@H]1CN(C)C(=O)c1cc(-c2ccccc2)on1,-0.6
COc1cccc(NC(=O)N(C)C[C@H]2OCc3cnnn3CCCC(=O)N([C@H](C)CO)C[C@@H]2C)c1,0.0
CC(=O)Nc1ccc(-c2ccnc3c2CC(C(=O)Nc2cccc(C(C)=O)c2)O3)cc1 (stereo unspecified),0.7
O=C(OCc1ccccc1)N1CCC2CC1c1ccc(Cl)cc12 (stereo unspecified),-1.5
Cc1ccc(C)c(CC(=O)N2CCCCC2c2cc(C(=O)Nc3cccc(C#N)c3)no2)c1 (stereo unspecified),0.1
Cc1ccsc1/C=C1\Oc2cc(O)ccc2C1=O,2.8
COc1cccc(-c2cccc(NC(=O)C3CCN(CCCn4cccn4)CC3)c2)c1,-1.0
CCc1nc2ccc(C(=O)NCc3ccccc3OC)cn2c1N(C=O)CCC(C)C,1.1
O=C(NCC1CCCCC1)c1ccc2nc([C@@H]3O[C@H](CO)[C@H](O)[C@H](O)[C@H]3O)[nH]c2c1,0.6
C[C@@H]1CN([C@H](C)CO)S(=O)(=O)c2ccc(C#C[C@@H](C)O)cc2O[C@@H]1CN(C)Cc1ccc(-c2ccccc2)cc1,-1.3
COc1ccccc1CN1CC(C(=O)NCCCCc2ccccn2)CCC1=O (stereo unspecified),-1.7
CC(=O)Nc1cccc(-c2ccnc3c2CC(C(=O)Nc2ccccc2)O3)c1 (stereo unspecified),1.4
C[C@@H]1CN([C@H](C)CO)C(=O)CCCn2cc(nn2)CO[C@H]1CN(C)C(=O)c1ccncc1,-0.9
COc1ccccc1NC(=O)N(C)C[C@@H]1OCc2cnnn2CCCC(=O)N([C@@H](C)CO)C[C@H]1C,-4.4

# By substructure: the entries above with a halogen
SMILES,MPTP block
CC(O)(c1ccc(F)c(F)c1)c1nc(-c2ccc(S(C)(=O)=O)cc2)cs1 (stereo unspecified),0.2
COc1ccc(OCc2cc(C(=O)NC(C)c3nc(C)cs3)no2)c(Cl)c1 (stereo unspecified),1.0
O=C(NC(c1ccc(F)cc1)c1cnccn1)C1CCN(CCOc2ccc(Cl)cc2Cl)CC1 (stereo unspecified),-0.9
CCCN1C[C@@H](C)[C@@H](OC)CN(C)C(=O)c2ccc(NC(=O)c3cccc(F)c3)cc2OC[C@H]1C,9.6
CCCCNC(=O)C1(C)CCN1C(=O)c1cc(F)ccc1C (stereo unspecified),1.0
Cc1ccc(-c2nc3ccc(Cl)cn3c2Cc2ccccc2C(F)(F)F)cc1,0.3
COc1ccccc1-n1cc(CN2CCc3onc(-c4ccc(Br)cc4)c3C2=O)nn1,0.5
COc1ccc(NC(=O)c2cc(C3CCCCN3C(=O)c3ccc(Cl)cc3)on2)c(C)c1 (stereo unspecified),0.8
N#C/C(=C\c1cccn1S(=O)(=O)c1cccc(C#N)c1)S(=O)(=O)c1ccc(F)cc1,2.1
Cc1ccc(S(=O)(=O)N2C(c3ccccc3)CC(=O)C3CN(S(=O)(=O)c4ccc(Cl)cc4)C(c4ccccc4)CC32)cc1 (stereo unspecified),0.1
O=C(OCc1ccccc1)N1CCC2CC1c1ccc(Cl)cc12 (stereo unspecified),-1.5

# (list continues)
SMILES,MPTP block
COc1cc2c(cc1OC)CN1CCc3cc(OC)c(OC)cc3C1C2 (stereo unspecified),-0.8
CN(C)CCN1CCN(C2CN(CCc3ccccc3)S(=O)(=O)C2)CC1 (stereo unspecified),1.4
N#Cc1ccsc1NC(=O)c1ccc2ncsc2c1,0.5
COc1ccccc1C(=O)N1CCN(c2nc3cc(C)cc(C)c3cc2C#N)CC1,-0.2
Cc1ccc([C@H]2C[C@@H](O)[C@H](n3cc(C4CC4)nn3)CN2Cc2cccs2)cc1,-0.1
Nc1sc(-c2ccccc2)cc1C(=O)NCCN1CCOCC1,5.7
COc1cccc(N2CCN(C(=O)c3cccc(S(=O)(=O)N4CCCC4)c3)CC2)c1,-1.1
C[C@H](CO)N1C[C@H](C)[C@@H](CN(C)Cc2cccnc2)Oc2ncc(-c3cccc(C#N)c3)cc2C1=O,-1.8
COc1cc(CCN(C(C)=O)C2C(=O)Nc3ccccc3N=C2c2ccc3c(c2)OCO3)cc(OC)c1 (stereo unspecified),0.1
CCc1nc2c(OCc3ccccc3C(=O)OC)cccn2c1N(C)C(=O)c1cccc(OC)c1,-0.2
C[C@@H]1CN([C@H](C)CO)C(=O)c2cc(NC(=O)Nc3ccc(F)cc3)ccc2O[C@@H](C)CCCCO[C@H]1CN(C)S(=O)(=O)c1ccc(Cl)cc1,1.5
CCN(CC)C(=O)C1=C(C)N(CCCN2CCCC2=O)C(=O)C(CC(=O)NC2CCCC2)C1 (stereo unspecified),-0.1
N#Cc1ccccc1OCCCN1CCC(C(O)(c2ccccc2)c2ccccc2)CC1,4.0
C[C@@H]1CCCCO[C@@H](CN(C)Cc2ccc(Cl)c(Cl)c2)[C@@H](C)CN([C@H](C)CO)C(=O)c2cc(NC(=O)CCC(F)(F)F)ccc2O1,-2.6
COc1ccc(CN2C[C@@H](CO)O[C@@H](n3cnc4c(NCCCO)ncnc43)C2)cc1,-0.3
COc1cc(OC)cc(C2=Cc3ccccc3C(CC(C)=O)N2c2ccc(-c3cccs3)cc2)c1 (stereo unspecified),1.3
O=C(Cn1sc2ccccc2c1=O)Nc1ccc(Br)cc1,34
Cc1cccc(C)c1-n1nnnc1C1c2ccccc2C(=O)N1CCCN1CCOCC1 (stereo unspecified),-0.9
Nc1nc(SCc2ccccc2)sc1C(=O)N1CCCCC1,1.6
O=C(NCc1ccc(F)cc1F)[C@@H]1CCCN1C(=O)[C@@H]1CCCN1C(=O)c1ccccc1,-2.2
COc1ccc(C2=Nc3ccccc3N(C(=O)c3ccc(C(F)(F)F)cc3)C2C(=O)NCc2ccccc2)cc1 (stereo unspecified),0.1
Cn1c(=O)c2cc(NC(=S)NCc3ccccc3F)ccc2n1Cc1cccc(C(F)(F)F)c1,6.0
Cn1ccc2c(-c3ccc(F)nc3)cc3c(c21)C1CCC3C1 (stereo unspecified),1.3
CCOC(=O)C1(C)CCN1C(=O)c1ccc(C(F)(F)F)cc1 (stereo unspecified),0.4
O=C(CN1C(=O)CSc2ccc(S(=O)(=O)N3CCOCC3)cc21)NCc1c(F)cccc1Cl,0.3

# Next section (2 carried over from the part before).
SMILES,MPTP block
CCOC(=O)C1(C)CCN1C(=O)c1ccc(C(F)(F)F)cc1 (stereo unspecified),0.4
O=C(CN1C(=O)CSc2ccc(S(=O)(=O)N3CCOCC3)cc21)NCc1c(F)cccc1Cl,0.3
Cc1ccc(S(=O)(=O)N2C[C@]3(O)C[C@@H]4C(=O)N(c5ccccc5)C(=O)[C@@H]4C[C@]3(OC(=O)NCc3ccco3)C2)cc1,0.5
Nc1[nH]c(C(=O)c2ccccc2)c(-c2ccc(Cl)cc2Cl)c1C(=O)NCCc1c[nH]c2ccccc12,-1.2
C(=C\c1ccccc1)/CN1CCN(C(c2ccccc2)c2nnnn2Cc2ccccc2)CC1 (stereo unspecified),2.8
O=C(NC(c1ccccc1)c1cnccn1)C1CCN(Cc2ccc(Cl)c(Cl)c2)CC1 (stereo unspecified),-0.2
ClN=C1C=CC=CC1=NCl,3.1
COc1cccc(-c2cnc(C(O)c3ccc(C(C)(C)C)cc3)[nH]2)c1 (stereo unspecified),3.0
O=C(NCc1cccs1)c1csc([C@@H]2O[C@H](CO)[C@H](O)[C@H](O)[C@H]2O)n1,-0.7
C[C@H]1CN(C2CCCCC2)C(=O)[C@@H]1CC(=O)Nc1ccccc1,1.6
O=C1CC2c3ccccc3CCN2C(=O)CN1Cc1ccccc1 (stereo unspecified),0.0
COC(=O)C[C@@H]1C=C[C@H](NC(=O)Nc2cc(F)ccc2F)[C@@H](CO)O1,-1.4
Cc1cc2cc3n(c2nn1)N=C(Cl)CC3,0.9
OCCN1CCN(c2ncnc3c2ncn3[C@H]2CN(Cc3cccnc3)C[C@@H](CO)O2)CC1,-1.0
O=C1CCCN1CCCNc1nc(NCc2ccccc2)nc2ccsc12,1.9
COc1ccc(NC(=O)c2ccc(S(=O)(=O)N(C)c3ccccc3)cc2)cc1S(=O)(=O)N1CCOCC1,1.0
O=C(Nc1ccc2ccccc2c1)OC1CCS(=O)(=O)C1 (stereo unspecified),-0.5
O=C(Nc1ccn(CCCNC2CCN(Cc3ccccc3)CC2)c(=O)n1)OCc1ccccc1,0.4
CC(C)NC(=O)C1(C)CCN1Cc1cccc(C#N)c1 (stereo unspecified),2.9
CCOC(=O)[C@]12CCC=C1N(CCC1=CCCCC1)C(=O)[C@H](CC(=O)NCCCCc1ccccc1)C2,-0.6
COc1ccc(-c2ccccc2)cc1NC(=O)[C@@H]1O[C@H](CO)[C@@H](O)[C@H]1O,0.5
O=C(O)CCC(=O)c1ccc(C2CCCCCC2)cc1,-1.5
Cc1ccc2nc(NC3=NC4(CCCC4)C4=C(CCCC4=O)N3)oc2c1,-0.6
COc1ccc(-c2cnc3c(NC(C)=O)cc(-c4ccc(C(=O)N5CCOCC5)cc4)cn23)cc1OC,0.1
COc1ccccc1N1CCN(CCC(=O)Nc2cccc(F)c2)CC1,0.3
C[C@@H]1CCCCO[C@@H](CN(C)S(=O)(=O)c2ccc(F)cc2)[C@@H](C)CN([C@H](C)CO)C(=O)c2cc(N(C)C)ccc2O1,-0.5
COC(=O)C[C@@H]1C=C[C@@H](NS(=O)(=O)c2ccccc2OC)[C@@H](CO)O1,-0.6
C[C@H](CO)N1C[C@H](C)[C@H](CN(C)Cc2ccncc2)Oc2ncc(Br)cc2C1=O,-0.1
COc1ccc(-c2csc(C(C)(O)c3ccc(F)c(F)c3)n2)cn1 (stereo unspecified),1.9
Cc1cc(C)cc(CC(=O)N2CCC2(C)C(=O)NS(=O)(=O)c2ccc(C(C)(C)C)cc2)c1 (stereo unspecified),0.1
CC1(Cc2ccc(C(F)(F)F)nc2)C(=O)Nc2cc(-c3ccccc3Cl)ccc21 (stereo unspecified),1.6
